Compound activity: PubChem, National Center for Advancing Translational Sciences (NCATS)
S3 lipid droplet: qHTS Assay for Lipid Storage Modulators in Drosophila S3 Cells; Potency in µM for hits, for the others lipid storage change, negative = inhibition, % at the top dose, mostly 46.1 µM; Drosophila S3 cells, BODIPY lipid droplet fluorescence, 18-24 h; cells fed with added oleic acid; AID 2685, 2010; actives 0.64% (n = 320,000); active means well fitted inhibition curve with a large enough effect in the signal ratio, with a control signal flat, not every such curve was filed as active; inconclusive means small, poorly fitted or top-dose-only effect, or effect the other way, or a change in a side signal; the % refers to the signal ratio
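Laser-scanning cytometry quantifies lipid droplet accumulation (500–530 nm total intensity; droplet/cell object ratio) in oleic acid-fed (400 uM added) Drosophila S3 cells treated with a concentration series. 20 uM Triacsin C defined 100% inhibition.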
S3 lipid droplet cell count max: recorded beside S3 lipid droplet, whose call it bears; cell number change, %; measured here: cell count max response;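 cells counted by Cell Tracker Red CMTPX staining in the red channel; peak over a dose series mostly up to 46.1 µM; percent activity relative to internal control wells on each plate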
The depositor's hits bear a star; i = inactive; ? = inconclusive; / = no result given. On the % scale 0 is the no-effect control and ±100 the full control effect; potency means the concentration at half of the fitted maximal effect. An excerpt, so the mix of outcomes need not match the whole.

SMILES	S3 lipid droplet	S3 lipid droplet cell count max
O=C(NC(=S)NC1CCCc2ccccc21)c1ccco1 (stereo not given)	i	/
COc1ccc(N2CCN(S(=O)(=O)CCNC(=O)CCCc3ccccc3)CC2)cc1	?	/
Cc1cnccc1CN(C)Cc1cn(C)nc1-c1cccc(Cl)c1	?	/
COc1cc(C(=O)NCCOC(=O)c2cccc(N(C)C)c2)cc(OC)c1OC	i	20.8
COc1cccc(OC)c1OC(=O)/C=C/c1ccc(C)o1	?	/
NC(=O)C1CCN(c2nnnn2-c2ccccc2)CC1	i	12.5
CN(C)C(=O)c1cc(C(=O)Cc2ccccc2)c[nH]1	7.0%	13.8
CCOc1c(CNc2nnnn2C)cccc1OC	5.0%	15.4
CC(/C=C/c1ccco1)=N/NC(=O)c1ccc(C)nc1	?	/
COc1cccc(/C=C2\Oc3cc(OCC(=O)N4CCC[C@H]4C(=O)O)ccc3C2=O)c1	?	/
Clc1cccc(-c2nn3c(Cn4cnc5ccccc54)nnc3s2)c1	i	/
CCc1cc(=O)oc2cc(OC(C)C(=O)NCc3ccccn3)ccc12 (stereo not given)	i	-10.7
CC1(C)C2CC=C(/C=N/NC(=S)NCCc3ccccc3)C1C2 (stereo not given)	0.2%	-12.3
CCS(=O)(=O)N1Cc2ccccc2CC1C(=O)Nc1ccc(C)cc1 (stereo not given)	i	/
O=C(N/N=C/C=C/c1ccccc1)c1cccnc1	6.7%	12.2
COc1cc(C2C(C#N)=C(N)Oc3cc(C)oc(=O)c32)cc2c1OCO2 (stereo not given)	?	/
CN1CCN(S(=O)(=O)c2cccc(C(=O)Oc3cccc(Br)c3)c2)CC1	?	/
COC(=O)c1ccc(S(=O)(=O)N2CCCCCC2)cc1	?	/
Cc1c(Br)c([N+](=O)[O-])nn1CC(=O)NCCc1c[nH]c2ccccc12	2.5%	-0.3
COc1ccc(/C=C/C(=O)NC(=S)Nc2ccc(N3CCN(C(C)=O)CC3)cc2)cc1	13.8%	5.6
CCOc1cc(C(=S)N2CCOCC2)ccc1OC(=O)/C=C/c1ccc(OC)c(OC)c1	?	/
C=C(C)CNc1cc(S(=O)(=O)N2CCOCC2)ccc1Oc1ccccc1	?	/
CCn1c(SC)nnc1-c1c[nH]c2ccccc12	6.6%	/
Cc1nc2cc(C(=O)OCC(=O)N(CC(C)C)C3CCS(=O)(=O)C3)ccc2n1-c1ccccc1 (stereo not given)	?	/

Of the compounds above, these contain a halogen:
SMILES	S3 lipid droplet	S3 lipid droplet cell count max
Cc1cnccc1CN(C)Cc1cn(C)nc1-c1cccc(Cl)c1	?	/
Clc1cccc(-c2nn3c(Cn4cnc5ccccc54)nnc3s2)c1	i	/
CN1CCN(S(=O)(=O)c2cccc(C(=O)Oc3cccc(Br)c3)c2)CC1	?	/
Cc1c(Br)c([N+](=O)[O-])nn1CC(=O)NCCc1c[nH]c2ccccc12	2.5%	-0.3

The results go on.
SMILES	S3 lipid droplet	S3 lipid droplet cell count max
Cc1nn(C)c(Cl)c1/C=N/OC(=O)c1ccccc1	?	/
COc1ccc(C2C(C#N)=C(N)OC3=C2C(=O)CC(C)(C)C3)cc1OC (stereo not given)	19.4%	15.0
Cc1cccc(/C=N/NC(=O)CNc2cccc3ccccc23)n1	i	-3.4
COCCCN1C(=O)C(=O)/C(=C(/O)c2ccc(OC(C)C)c(C)c2)C1c1ccncc1 (stereo not given)	6.9%	1.4
COCCNC(=O)C1c2cc(OC)c(OC)cc2C(=O)N(C)C1c1cccnc1 (stereo not given)	?	/
O=C(NNC1=NS(=O)(=O)c2ccccc21)c1ccccc1Cl	-9.5%	-1.3
Cc1cccc(CC(=O)N2CCC(n3nccc3NC(=O)C3CC3)CC2)c1	?	/
O=C(NC12CC3CC(CC(C3)C1)C2)c1cccnc1	7.9%	-12.3
CCN(CC(=O)Nc1ccc(NC(C)=O)cc1)C(=O)/C=C/c1cn(Cc2ccccc2)nc1-c1cccnc1	9.3%	/
O=C(/C=C/c1cccs1)Nc1cccnc1	-16.2%	-27.1
COC(=O)c1ccc(NC(c2ccc(Cl)cc2)P(=O)(OC)OC)cc1 (stereo not given)	-6.0%	0.7
Cc1cc(C(=O)CSc2nc3ccc(Cl)cc3[nH]2)c(C)n1C	8.0%	-15.8
COC(=O)c1ccccc1NC(=O)/C=C/C(=O)O	?	/
COCCNC(=O)C(c1ccc(Cl)cc1)N(C(=O)CCC(=O)Nc1ccccn1)C1CCCC1 (stereo not given)	?	/
Cc1cccc(C)c1NC(=O)c1cccc2c1-c1ccccc1C2=O	22.4%	-4.8
CCN(CC)Cc1cc(Nc2ccnc3cc(Cl)ccc23)ccc1O	?	-3.5
Cc1ccc(Nc2nnc(SCC(=O)NC3CCS(=O)(=O)C3)s2)c(C)c1 (stereo not given)	?	/
COCCNC(=O)COc1ccc(N(C)S(=O)(=O)c2ccc3ccccc3c2)cc1	?	/
CCn1c(CSc2nncn2-c2ccc(OC)cc2)nc2cc(S(=O)(=O)N(C)C)ccc21	14.8%	-8.8
CC(=O)c1ccc(NC(=O)c2noc(C(C)C)c2[N+](=O)[O-])cc1	-0.2%	1.2
O=C(Cc1cccs1)N1CCN(S(=O)(=O)c2ccc(Cl)c(C(F)(F)F)c2)CC1	?	/
CS(=O)(=O)Nc1nc2n(n1)C(c1ccccc1)C=C(c1ccc(Br)cc1)N2 (stereo not given)	i	/
COc1ccc(/C=N/NC(=O)c2cc(C)n(-c3ccccc3)c2C)cc1OC	?	/
Cc1ccc(NC(=O)CSc2nc3nc(C)cc(C)c3c(=O)[nH]2)cc1	?	/
NC(=S)Nc1cccc2cccnc12	?	/
O=c1c2oc3ccccc3c2ncn1Cc1ccc(F)cc1	?	/
CCC(=O)NC(=S)Nc1ccc(NC(=O)COc2ccc(Cl)c(C)c2)cc1	?	/
CC(C)(C)OC(=O)NCCCC[C@H](NC(=O)c1nc[nH]c1C(=O)NC1CCN(C(=O)OC(C)(C)C)CC1)C(=O)OC(C)(C)C	-1.0%	-16.5
O=C(c1csc2c1CCCCC2)N1CCN(c2ncccn2)CC1	i	/
CC(C)Oc1cc(C(=O)NC2CCCCC2)c2ccccc2n1	12.4%	29.9
CC(NS(=O)(=O)c1ccc(Cl)cc1)C(c1cccs1)N1CCN(C)CC1 (stereo not given)	5.6%	-4.6
CCOC(=O)c1cn(-c2c(C)n(C)n(-c3ccccc3)c2=O)c2c(F)c(F)c(F)cc2c1=O	?	/
COc1ccc(NCc2ccsc2)cc1	?	/
C=CCn1c(SCC(=O)NCCCC(=O)OCC)nc2scc(-c3ccco3)c2c1=O	?	/
NC(=S)NNC(=O)/C(=C/c1ccc(Br)cc1)NC(=O)c1ccccc1	?	/
COc1cc(NC(=O)c2nccnc2C(=O)O)cc(OC)c1	8.0%	9.3
C/C1=C\CCC2C(/C=C(\C)CC1)OC(=O)C2CN1CCCCC1 (stereo not given)	-1.6%	-4.8
Cc1c(-c2cc(C(=O)O)on2)cnn1C	-3.6%	-11.6
CCn1nnnc1NCc1ccc(SC)cc1	?	/
COC(=O)CCN(C)CCC(=O)OC	?	/
O=c1cc(Nc2ccc3c(c2)OCCO3)[nH]c(=O)n1Cc1ccc(F)cc1	-1.9%	3.7
O=C(Nc1ccc(-c2ccc(N3CCCCC3)nn2)cc1)c1ccco1	?	/
Cc1ccc(C)c2[nH]c(=O)c(CCNC(=O)CC(C)C)cc12	?	/
Cc1cc(-c2ccccc2)nc2cc(C(=O)OC(C)C)nn12	22.3%	-1.8
O=C(COc1ccccc1)Nc1nc(-c2cccs2)cs1	18.3%	-26.1
COc1ccc2oc(C(=O)OCC(=O)Nc3cccc(S(=O)(=O)N4CCOCC4)c3)c(C)c2c1	-12.7%	3.5
COc1ccc(S(=O)(=O)NNC(N)=S)cc1	?	/
CCCCn1ccnc1C(=O)c1cccc(S(=O)(=O)N2CC(C)CC(C)C2)c1 (stereo not given)	?	/
O=C(CN1CCc2cc3c(cc2C1)OCCCO3)Nc1ccc(S(=O)(=O)N2CCCC2)cc1	i	-19.5
Cc1nnsc1S(=O)(=O)Cc1ccccc1C(F)(F)F	6.8%	-17.5
OC(COc1ccc2ccccc2c1)Cn1cncn1 (stereo not given)	10.2%	-9.8
COc1ccccc1/C=C/C=N/NC(=O)c1ccco1	2.6%	11.7
CC(C)(C)NC(=O)CSc1nc(O)cc(=O)n1-c1ccccc1	?	/
O=C(NC1CCN(C(=O)NCc2ccccc2)CC1)c1cccc(F)c1	29.1µM*	11.7*
O=C(Nc1ccccc1Cc1ccccc1)c1ccccc1NS(=O)(=O)c1ccc(Cl)s1	?	/
Cc1onc(-c2ccccc2Cl)c1C(=O)Nc1ccc(-c2nnc3n2CCCCC3)cc1	19.0%	-19.9
O=C(Nc1ccccc1)C1CCN(C(=O)c2ccccc2)CC1	?	/
COC(=O)c1ccccc1NC(=O)Nc1ccc2c(c1)OCO2	?	/
O=C1C(C=NCc2ccccn2)=C(O)c2ccccc21	-1.9%	-15.2
O=C1CC(C(=O)N(c2ccccc2)C(C(=O)NC2CCCC2)c2ccncc2)CS1 (stereo not given)	8.4%	9.9
More compounds
SMILES	S3 lipid droplet	S3 lipid droplet cell count max
FC(F)(F)c1nc2ccccc2nc1N/N=C/c1ccc(Cl)cc1	?	/
Cn1c(COc2ccc(F)cc2)nc2ccccc21	?	/
CN(NS(=O)(=O)c1ccc(Cl)cc1)c1cnn(C)c(=O)c1Cl	?	/
Cc1nnc(SC(C)C(=O)Nc2nccs2)s1 (stereo not given)	0.0%	-0.6
Cc1ccc(Cc2c(C)nc3nc(SCC(=O)NCCCN4CCOCC4)nn3c2C)cc1	?	/
CN(C)CCNC(=O)/C(=C/c1ccc(-c2cccc(Cl)c2)o1)NC(=O)c1ccccc1	?	/
O=[N+]([O-])c1ccc(Sc2ncccn2)c([N+](=O)[O-])c1	?	/
C/C(=N\NC(=O)c1ccccc1F)c1ccc(C#N)cc1	?	/
C=CCSC1=C(C#N)C(c2ccccc2C)CC(=O)N1 (stereo not given)	?	/
CC1CCN(C(=O)CCNC(=O)Cn2cnc3sc4c(c3c2=O)CCCC4)CC1	?	/
Cc1ccc(C)c(NC(=O)COC(=O)Cc2ccsc2)c1	?	/
COc1cccc(CSc2nc3ccccc3cc2C=O)c1	?	/
CCOc1ccc(/C=N/Nc2nncc(-c3ccccc3)n2)cc1OC	?	/
O=C1CC(N2CCN(c3ccc(F)cc3)CC2)C(=O)N1c1ccc2c(c1)OCO2 (stereo not given)	10.3%	3.5
Cc1ccc(C)c(N(CC(=O)NC2CCCCC2)C(=O)CCC(=O)Nc2ccccn2)c1	?	/
Cn1cnnc1SCC(=O)NCCc1ccc(Cl)cc1Cl	?	/
CCN(CC)S(=O)(=O)c1ccc(Cl)c(C(=O)Oc2cccnc2)c1	?	/
CCN(CC)CCNC(=O)CCc1nn(C)c(=O)c2ccccc12	16.2%	1.5
CC(NC(=O)CSCc1ccc(Br)cc1)c1ccccc1 (stereo not given)	8.0%	0.8
Cc1cc(C(=O)CN2C(=O)NC3(CCCCC3)C2=O)c(C)n1-c1ccc2c(c1)OCO2	?	/
COc1ccc(S(=O)(=O)N2CC(C(=O)O)Oc3ccc(CC(=O)O)cc32)cc1 (stereo not given)	-3.9%	17.8
O=C(Cc1ccccc1)Nc1ccccc1Sc1ccccc1	7.7%	0.5
COc1ccc(NC(=O)CSc2nnc(NC(=O)c3ccco3)s2)cc1	?	/
CC1CCN(S(=O)(=O)c2cccc(C(=O)N3CCN(c4ccc(F)cc4)CC3)c2)CC1	?	/

Fetched one by one from the entries so far:
SMILES	S3 lipid droplet	S3 lipid droplet cell count max
CCN(CC)S(=O)(=O)c1ccc(Cl)c(C(=O)Oc2cccnc2)c1	?	/
COc1ccc(NC(=O)CSc2nnc(NC(=O)c3ccco3)s2)cc1	?	/
Cc1ccc(C)c(N(CC(=O)NC2CCCCC2)C(=O)CCC(=O)Nc2ccccn2)c1	?	/
Cc1cc(C(=O)CN2C(=O)NC3(CCCCC3)C2=O)c(C)n1-c1ccc2c(c1)OCO2	?	/

Going on with the list:
SMILES	S3 lipid droplet	S3 lipid droplet cell count max
C=C1CCC[C@]2(C)C[C@H]3OC(=O)C(CNC(C)CC)[C@H]3CC12 (stereo not given in full)	-6.9%	-16.4
COc1ccc(/C=N\NC(=O)c2ccccc2Br)cc1COc1ccccc1	?	/
Cc1ccnc(NC(=O)CC(NC(=O)c2ccccc2Cl)c2ccccc2)c1 (stereo not given)	13.0%	-35.3
COCCNC(=O)c1onc(CSc2ccccc2C)c1C(=O)O	13.5%	2.5
Cc1c(Cl)cnc(NC(=O)COC(=O)c2cccc(S(=O)(=O)N3c4ccccc4CC3C)c2)c1Cl (stereo not given)	?	/
Cc1ccc(NC(=O)C2CCN(S(=O)(=O)c3cccc(C(F)(F)F)c3)CC2)nc1	?	/
CCN(CC)c1ccc2cc(C(N)=O)/c(=N\NC(=O)c3ccncc3)oc2c1	?	/
O=C(Nc1ccc2c(c1)CCC2)c1cccc(S(=O)(=O)Nc2ccccc2Cl)c1	?	/
CC(=O)N(CN1C(=O)c2ccccc2C1=O)c1ccc2c(c1)oc1ccccc12	?	/
O=[N+]([O-])c1cccc2ccc(/C=C/c3ccc(Cl)cc3)nc12	-14.3%	-13.4
CCOC(=O)/C=C/c1cnn(-c2ccccc2)c1	?	/
CC(=O)Nc1ccc(/C=C(\C#N)C(N)=O)cc1	3.1%	6.5
O=C(Cn1ccc2ccccc2c1=O)NCCC(=O)N1CCN(C2CCCCC2)CC1	?	/

Complete entries, looked up by structure:
CC(=O)N(CN1C(=O)c2ccccc2C1=O)c1ccc2c(c1)oc1ccccc12 across the screens: S3 lipid droplet = ?; S3 lipid droplet cell count max = /
C=C1CCC[C@]2(C)C[C@H]3OC(=O)C(CNC(C)CC)[C@H]3CC12 (stereo not given in full) across the screens: S3 lipid droplet = -6.9%; S3 lipid droplet cell count max = -16.4
